# Source: PubChem BioAssay (several laboratories)
# DSG3 Ab inh = inhibitors of pemphigus antibody binding to human desmoglein-3 | DSG3-coupled beads, scFv-anti-DSG3-GFP binding, flow cytometry; stronger effect = lower value | binding (percent of control), % at 10 µM | 310,000 compounds, 0.48% hits | AID 588358 | P32926;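 active = binding more than 3 SD below its plate's average and above zero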; note: some compounds called inactive have numbers as strong as hits
# AddAB inh = less growth of phage-infected E. coli with AddAB. 330,000 compounds, 0.29% hits. inhibition, % at 11.9 µM. E. coli expressing H. pylori AddAB, absorbance growth; in the data active = inhibition above about 12%;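 note: 0% = vehicle wells of infected cells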
# Arrestin-AP2 inh = blocks beta-arrestin peptide binding to AP2 adaptin; FITC-arrestin peptide / GST-AP2 beads, flow cytometry; AP2 beta2 appendage carries R879A mutation; inhibition, % at 10 µM; 340,000 compounds, 0.31% hits; AID 504490;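 active = inhibition above a set limit, near 3 SD of compounds lacking own fluorescence, cut at about 54% in these data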;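 note: plate controls were DMSO wells for no effect and 5 µM unlabelled arrestin peptide for full effect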
#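 System: GST-AP2 R879A glutathione beads; medium: PBS, Tween 20 0.05%, BSA 0.1%; reagent: fluorescein-tagged arrestin peptide at 50 nM final; schedule: pre-incubation 12 min, peptide binding 1 h, room temperature; detection: flow cytometry, FL1 (488/535 nm); read-out: inhibition as reduced fluorescein signal on beads, percent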
# Tat export inh = blocks Tat-dependent protein export in E. coli. inhibition, % at 10 µM. E. coli MC4100 TorA-mCherry Tat export, fluorescence. AID 488895. 340,000 compounds, 0.036% hits;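 active = mean replicate inhibition at least 50% and at least half of replicates individually reaching 50%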;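 note: exported cargo escapes ClpAP degradation while cytoplasmic cargo is degraded and loses fluorescence; 0% = median of neutral control wells and 100% = median of NaSCN control wells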
# SUMO Mot1 rescue = blocks SUMOylation pathway, rescuing yeast Mot1-301 growth; S. cerevisiae Mot1-301 growth rescue, ATP luminescence, 38.5C; percent above DMSO median, 100 means doubled; growth rescue, % at 18.8 µM; 320,000 compounds, 1% hits; AID 2716;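 active = every valid replicate shows activation above 250% relative to neutral control wells; inactive = the rest, any valid replicate at or below 250%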;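 note: OY570 slx delta 5 strain wells were the positive control but not used for scaling; some compounds called inactive have numbers as strong as hits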
# PfHsp90 yeast 2 = inhibits growth of yeast expressing Plasmodium falciparum Hsp90; inhibition, % at 9.4 µM; S. cerevisiae expressing PfHsp90, BacTiter-Glo ATP, 48 h; yeast lacking PDR1 and PDR3 efflux regulators; 310,000 compounds, 0.32% hits; AID 504621;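 active = every replicate shows inhibition above about 80%, whatever the replicate mean, limit read from the data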;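 note: 0% = DMSO neutral controls and 100% = 20 µM radicicol positive controls; yeast relying on Plasmodium falciparum Hsp90 in place of its own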
# MOR-DOR inv ag = mu-delta opioid heterodimer inverse agonism. cell-based MOR-DOR heterodimer luminescence. inhibition, % at 9.3 µM. P35372+P41143. 340,000 compounds, 0.21% hits; in the data active = inhibition above about 22%, passing the limit was not always enough;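 note: 0% = cells with DMSO and 100% = wells without cells with DMSO; values of inactives mirror those of a sister screen read the other way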
# Target sequence (P35372 whole entry, looked up): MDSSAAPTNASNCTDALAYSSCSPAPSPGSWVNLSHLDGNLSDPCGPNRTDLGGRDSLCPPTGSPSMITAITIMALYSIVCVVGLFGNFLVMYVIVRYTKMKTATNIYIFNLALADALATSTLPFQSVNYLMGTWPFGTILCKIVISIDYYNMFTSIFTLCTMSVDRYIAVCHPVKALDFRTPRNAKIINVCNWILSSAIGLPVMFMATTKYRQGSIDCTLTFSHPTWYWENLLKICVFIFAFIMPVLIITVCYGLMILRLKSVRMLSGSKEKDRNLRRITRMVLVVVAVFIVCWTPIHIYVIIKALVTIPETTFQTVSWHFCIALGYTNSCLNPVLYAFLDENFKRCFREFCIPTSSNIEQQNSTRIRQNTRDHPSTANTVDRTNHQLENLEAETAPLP
# Target sequence (P41143 whole entry, looked up): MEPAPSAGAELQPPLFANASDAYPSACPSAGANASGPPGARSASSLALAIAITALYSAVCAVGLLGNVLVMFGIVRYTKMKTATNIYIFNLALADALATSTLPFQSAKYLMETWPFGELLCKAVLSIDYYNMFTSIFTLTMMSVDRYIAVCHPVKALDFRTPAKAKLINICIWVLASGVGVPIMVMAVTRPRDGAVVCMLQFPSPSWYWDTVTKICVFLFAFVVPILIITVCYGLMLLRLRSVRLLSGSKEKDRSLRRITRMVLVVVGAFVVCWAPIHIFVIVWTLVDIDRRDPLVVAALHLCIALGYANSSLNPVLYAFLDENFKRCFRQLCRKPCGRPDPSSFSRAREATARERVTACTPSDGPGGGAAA
# OPRM1-OPRD1 ag = agonists of human mu-delta opioid receptor heterodimerization; cells, OPRM1-OPRD1 heterodimerization, luminescence; P35372+P41143; activation, % at 9.3 µM; 340,000 compounds, 0.3% hits; in the data active = activation above about 18%;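 note: 0% = vehicle-treated cells and 100% = reference agonist; values of inactives mirror those of a sister screen read the other way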
# PKA-R1A activ = activates the PKA-R1A holoenzyme complex; AID 504707; activation, % at 11.4 µM; P00514+P68181; 340,000 compounds, 0.083% hits; PKA-R1A dissociation, Cy5-IP20 fluorescence polarization; scaled: DMSO 0%, 113 µM cGMP 100%;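 active = percent activation above the mean of all tested compounds plus 3 SD, cut at about 19% in these data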;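 note: higher means more PKAc released from R1A so a rise in polarization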
# Ecoli viability = counter-screen for AddAB inhibitors: E. coli growth inhibition | E. coli V3065 growth, OD600 absorbance, 18 h | inhibition, % at 11.9 µM | 330,000 compounds, 0.27% hits;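 active = inhibition above the campaign's mean inhibition across all tested compounds plus 3 SD, cut at about 9.9% in these data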;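 note: uninfected addAB+ strain grown without phage in ampicillin broth; 0% = DMSO wells and 100% = ciprofloxacin 0.95 µg/ml wells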
# phage Ecoli inh = E. coli growth loss with phage present | 360,000 compounds, 0.26% hits | AID 651602 | growth absorbance | inhibition, % at 11.9 µM; in the data active = inhibition above about 11%
# Starred values were filed as active, the others as inactive; / = no result given.
no.	structure	Tat export inh	Ecoli viability	phage Ecoli inh	AddAB inh	MOR-DOR inv ag	OPRM1-OPRD1 ag
1	O=C(Nc1nnc(C23CC4CC(CC(C4)C2)C3)s1)c1ccco1	31	-2.0	0.0	-0.7	11	-1.9
2	O=C(CCCn1c(=O)[nH]c2ccccc2c1=O)NC1CCCCCC1	1	-3.2	-1.5	-1.2	10	-1.9
3	COc1ccccc1NC(=O)CC(NC1CCCCC1)C(=O)O (stereo not drawn)	0	-2.0	3.9	0.6	1	-0.1
4	Cc1sc(NC(=O)c2ccco2)c(C(c2cccnc2)N2CCN(C)CC2)c1C (stereo not drawn)	1	0.0	3.1	3.5	-6	1.2
5	O=C(Nc1cccc(Cl)c1)N(CCN1CCOCC1)Cc1ccccc1F	5	1.0	3.1	5.0	-1	0.1
6	CC(=C/C(=O)O)/C=C/c1ccc([N+](=O)[O-])cc1	12	2.0	3.1	6.2	-3	0.5
7	O=C(COC(=O)COc1cccc(Br)c1)Nc1ccc(F)cc1F	5	1.9	1.1	0.9	13	-3.2
8	CCSc1nnc(NC(NC(C)=O)(C(F)(F)F)C(F)(F)F)s1	-5	-2.5	0.4	0.9	6	-1.2
9	CCOC(=O)c1csc(-c2ccc(OC)c(OC)c2)n1	-10	-2.6	3.9	-0.8	2	-0.5
10	COc1ccccc1OC(C)C(=O)N1CCc2ccccc21 (stereo not drawn)	-10	1.6	3.3	-0.1	15	-2.3

no.	PKA-R1A activ	DSG3 Ab inh	SUMO Mot1 rescue	Arrestin-AP2 inh	PfHsp90 yeast 2
1	-2	71*	13	-2	0
2	14	108	58	8	8
3	-5	98	-7	-8	3
4	-21	/	/	-8	0
5	-9	/	-2	8	/
6	4	130	84	4	2
7	5	97	/	-5	11
8	0	106	-2	-8	5
9	15	98	-1	9	-28
10	-3	103	-10	-7	/

# Later entries.
no.	structure	Tat export inh	Ecoli viability	phage Ecoli inh	AddAB inh	MOR-DOR inv ag	OPRM1-OPRD1 ag
11	COc1ccc(NC(=O)CSc2nnc(-c3ccccc3C)n2N)cc1OC	-6	-0.8	2.5	1.5	3	-0.6
12	CCCCCCC1CC(C)(C(=O)CNc2nncs2)OC1=O (stereo not drawn)	9	2.9	2.9	-1.9	1	-0.1
13	COc1cccc(NC(=O)Cn2nnc(C(=O)Nc3ccccc3)c2N)c1	1	-0.4	1.5	0.4	5	-1.0
14	CCN1C(=O)C2C(c3ccccc3F)NC(Cc3ccc(O)cc3)(C(=O)OC)C2C1=O (stereo not drawn)	3	-1.4	2.9	0.2	-3	0.5
15	Cn1ncc(Br)c1NC(=O)Nc1ccc(Cl)cc1	-10	-2.8	/	-2.3	2	-0.5
16	OC(COc1ccccc1)Cn1c2ccccc2c2ccccc21 (stereo not drawn)	2	0.9	2.6	2.7	-38	6.7
17	CCCCOC(=O)C1Cc2ccccc2C(=O)O1 (stereo not drawn)	5	1.5	1.8	0.2	7	-1.5
18	O=C(CN1C2=NCCCN2c2ccccc21)c1ccc([N+](=O)[O-])cc1	-10	-1.3	2.4	4.5	-8	1.6
19	COc1ccc(C2=NS(=O)(=O)N(C)C(C(=O)Nc3cc(C)ccc3O)=C2)cc1OC	0	-0.9	2.0	0.2	-3	0.6
20	CCN1C(=O)[C@H]2[C@@H](c3ccc(OC)cc3)N3C(=O)CN(CC4CC4)C(=O)[C@@]3(C)[C@H]2C1=O	1	-0.7	1.5	0.6	17	-3.1

no.	PKA-R1A activ	DSG3 Ab inh	SUMO Mot1 rescue	Arrestin-AP2 inh	PfHsp90 yeast 2
11	5	88	-3	5	/
12	-5	91	-12	9	-1
13	5	/	-18	-3	/
14	-2	102	-12	9	/
15	-1	104	0	-1	17
16	-4	106	374*	-4	24
17	1	100	-24	-5	-3
18	-3	94	-1	-2	11
19	2	97	53	-17	-2
20	0	95	-3	26	29

# Single records (already shown). Screens in order: Tat export inh	Ecoli viability	phage Ecoli inh	AddAB inh	MOR-DOR inv ag	OPRM1-OPRD1 ag	PKA-R1A activ	DSG3 Ab inh	SUMO Mot1 rescue	Arrestin-AP2 inh	PfHsp90 yeast 2
# CCSc1nnc(NC(NC(C)=O)(C(F)(F)F)C(F)(F)F)s1 across the screens: -5	-2.5	0.4	0.9	6	-1.2	0	106	-2	-8	5
# COc1ccccc1NC(=O)CC(NC1CCCCC1)C(=O)O (stereo not drawn) across the screens: 0	-2.0	3.9	0.6	1	-0.1	-5	98	-7	-8	3
# O=C(Nc1cccc(Cl)c1)N(CCN1CCOCC1)Cc1ccccc1F across the screens: 5	1.0	3.1	5.0	-1	0.1	-9	/	-2	8	/
# COc1ccc(NC(=O)CSc2nnc(-c3ccccc3C)n2N)cc1OC across the screens: -6	-0.8	2.5	1.5	3	-0.6	5	88	-3	5	/
# CCOC(=O)c1csc(-c2ccc(OC)c(OC)c2)n1 across the screens: -10	-2.6	3.9	-0.8	2	-0.5	15	98	-1	9	-28

# More structures follow:
no.	structure	Tat export inh	Ecoli viability	phage Ecoli inh	AddAB inh	MOR-DOR inv ag	OPRM1-OPRD1 ag
21	C/C(CCc1ccccc1)=N/NC(=O)C(=O)NC(C)c1ccccc1 (stereo not drawn)	-4	-1.5	-0.1	-1.1	0	0.0
22	O=C(Nc1ccc2nsnc2c1)C1CC1	-1	1.9	4.7	2.7	-24	3.3
23	Cc1ccc2c(c1)c(C1=c3ccccc3=NC1=O)c(O)n2C	-3	1.4	0.9	3.5	1	-0.3
24	CCOC(=O)C1(CCOc2ccccc2)CCN(Cc2cc(OC)c(O)c(OC)c2)CC1	9	-0.3	4.3	3.7	-4	0.7
25	CCc1c(C)nc2c(OC)cccc2c1SCCC(=O)O	2	0.3	5.0	4.8	3	-0.6
26	Cc1ccc(CNc2nc(Cl)c(C#N)s2)cc1	-6	2.0	5.7	1.9	-16	3.2
27	Cc1cccc(-n2nc3c([n+]2[O-])CCc2nonc2-3)c1C	-1	-2.6	4.6	1.9	8	-1.6
28	O=C(COC(=O)c1ccc([N+](=O)[O-])o1)NC1CCCc2ccccc21 (stereo not drawn)	4	3.0	1.1	3.0	-10	2.4
29	CCOC(=O)N1CCN(C(=O)CCn2c(=S)[nH]c3ccccc3c2=O)CC1	-5	-0.8	2.3	2.7	14	-2.7
30	CC(/C=N\N1CCN(c2ccc(Cl)cc2)CC1)=C\c1ccccc1	-1	-0.7	2.5	4.1	1	-0.2

no.	PKA-R1A activ	DSG3 Ab inh	SUMO Mot1 rescue	Arrestin-AP2 inh	PfHsp90 yeast 2
21	-8	100	3	-9	-2
22	-9	87	29	2	-5
23	6	92	21	-1	1
24	-13	107	-2	0	8
25	4	102	2	38	7
26	1	79	-5	4	-4
27	-6	/	1	25	-3
28	5	92	-17	-10	-7
29	2	99	1	-12	18
30	4	99	-2	-11	30

# Later entries:
no.	structure	Tat export inh	Ecoli viability	phage Ecoli inh	AddAB inh	MOR-DOR inv ag	OPRM1-OPRD1 ag
31	COc1ccc(CN(CC(=O)NC2CCCC2)C(=O)c2ccc(-c3ccccc3)[nH]2)cc1	10	0.8	3.0	1.7	4	-0.9
32	O=C(Cn1cnc2c(cnn2-c2ccc(F)cc2)c1=O)N1CCCc2ccccc21	5	2.0	1.5	1.6	9	-1.5
33	CN(C)C(=O)c1c([N+](=O)[O-])ncn1C	2	-0.8	1.4	-1.2	0	0.1
34	CCOc1c(N2CCOCC2)c(=O)c1=O	-4	0.2	0.4	1.0	7	-1.4
35	CCCCC(=O)Nc1ccc2c(c1)nc1n2CCSC1	-7	-0.4	4.1	1.8	12	-1.9
36	COc1ccc(OC)c(C(=O)NC(CC(N)=O)c2ccc(NCCN3CCCCC3)c([N+](=O)[O-])c2)c1 (stereo not drawn)	2	0.6	1.7	2.6	2	-0.3
37	CCS(=O)(=O)N1Cc2ccccc2CC1C(=O)OCC(=O)N(C(C)C)C(C)C (stereo not drawn)	8	-0.8	0.8	0.2	4	-0.9
38	Cc1nc(N2CCCCC2)c2c(-c3cccs3)csc2n1	0	1.7	3.6	0.3	-6	1.1
39	O=C(NCCO)c1ccccc1O	-12	2.3	3.1	1.8	4	-0.6
40	Cc1ccc(-c2csc3nnc(SCC(=O)Nc4cccc(C)n4)n23)cc1	-3	0.3	2.6	0.8	1	-0.3

no.	PKA-R1A activ	DSG3 Ab inh	SUMO Mot1 rescue	Arrestin-AP2 inh	PfHsp90 yeast 2
31	13	95	215	1	8
32	-7	/	63	19	16
33	4	106	25	34	2
34	-4	98	-2	-11	1
35	4	/	2	19	-35
36	2	100	12	8	0
37	2	94	-9	9	1
38	-7	127	8	25	/
39	-10	97	198	2	-11
40	-3	97	-19	6	4

# (continued)
no.	structure	Tat export inh	Ecoli viability	phage Ecoli inh	AddAB inh	MOR-DOR inv ag	OPRM1-OPRD1 ag
41	CCn1c(=O)c([N+](=O)[O-])c(N2CCSCC2)c2ccccc21	-2	-3.8	-0.4	3.8	6	-1.2
42	CCN1CCN(C(=O)C(N)Cc2ccccc2)CC1 (stereo not drawn)	-2	3.3	0.4	2.1	6	-1.1
43	COc1ccc(-c2nn3c(-c4cccc(C)c4)nnc3s2)cc1OC	-1	0.4	-0.2	-0.8	-5	0.9
44	CCOC(=O)N1CCN(C(=O)NC2CCCCC2)CC1	9	0.4	2.5	-0.4	7	-1.3
45	Cc1nnc(SCC(=O)OC2CC(C)CCC2C(C)C)[nH]c1=O (stereo not drawn)	10	-3.0	3.5	0.8	5	-0.9
46	CCOC(=O)c1sc(NC(=O)CSc2nc(O)c(Cc3ccccc3)c(=O)[nH]2)nc1C	-3	1.7	3.6	1.9	21	-4.1
47	Nc1cc(C(F)(F)F)ccc1-n1cccc1	1	-1.6	2.2	-0.9	18	-3.5
48	Cc1ccc(C(=O)NCc2cccs2)cc1S(=O)(=O)N1CCCCC1	0	0.3	0.9	0.0	-1	0.2

no.	PKA-R1A activ	DSG3 Ab inh	SUMO Mot1 rescue	Arrestin-AP2 inh	PfHsp90 yeast 2
41	3	88	41	15	3
42	-5	100	-26	0	-3
43	13	97	-3	1	/
44	-14	103	101	-2	64
45	-9	98	76	22	11
46	-13	97	-10	45	1
47	-9	97	3	-4	-12
48	-1	102	-17	30	-13

# Part of the list above, limited to OPRM1-OPRD1 ag and Ecoli viability.
No. | smiles | OPRM1-OPRD1 ag | Ecoli viability
46 | CCOC(=O)c1sc(NC(=O)CSc2nc(O)c(Cc3ccccc3)c(=O)[nH]2)nc1C | -4.1 | 1.7
41 | CCn1c(=O)c([N+](=O)[O-])c(N2CCSCC2)c2ccccc21 | -1.2 | -3.8
